FLuc modulator: counter-screen for miR-21 project: firefly luciferase inhibitors or activators | AID 588342 | Potency, µM (titrated, usually from 57.5 µM), for inactives: top-dose activity change, negative = inhibition, usual class: inhibitors | purified FLuc, Km substrates, luminescence inhibition | hit rate 6.9% among 360,000;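 further: plate controls were vehicle for no effect and reference inhibitor for full effect; nearly all actives have a fitted effect of over 55% in size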
Target sequence (P08659 whole entry, looked up): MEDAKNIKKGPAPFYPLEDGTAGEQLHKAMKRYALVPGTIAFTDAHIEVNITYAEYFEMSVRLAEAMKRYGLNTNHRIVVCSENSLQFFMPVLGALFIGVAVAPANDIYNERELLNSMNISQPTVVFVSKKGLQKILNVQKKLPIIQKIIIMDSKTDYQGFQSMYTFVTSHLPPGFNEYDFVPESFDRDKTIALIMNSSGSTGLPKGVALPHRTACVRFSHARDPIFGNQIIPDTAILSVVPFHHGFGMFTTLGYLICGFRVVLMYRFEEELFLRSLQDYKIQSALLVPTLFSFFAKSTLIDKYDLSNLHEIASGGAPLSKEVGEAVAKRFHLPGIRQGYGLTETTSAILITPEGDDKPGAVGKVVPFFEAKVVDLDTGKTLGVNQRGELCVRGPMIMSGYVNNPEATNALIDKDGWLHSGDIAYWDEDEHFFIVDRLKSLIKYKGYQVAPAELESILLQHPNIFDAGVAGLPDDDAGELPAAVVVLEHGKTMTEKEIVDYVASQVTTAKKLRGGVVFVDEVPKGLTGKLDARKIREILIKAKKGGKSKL
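Purified P. pyralis luciferase (10nM final) with 10uM D-luciferin and 10uM ATP (Km levels) in 50mM Tris acetate pH 7.5, 10mM Mg acetate, 0.01% Tween-20, 0.05% BSA; qHTS 6-point titration, ~60 µM downward; luminescence read.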
NPC1 prom act: activators of NPC1 promoter. hit rate 2.4% among 320,000. Huh7 NPC1 promoter luciferase reporter, 24 h. Potency, µM (top dose mostly 9.22 µM), without a hit: at the highest dose activation, hits mostly activators;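 further: % of control where 0% means no effect; nearly all actives have a fitted effect of over 60% in size; reporter is driven by a mutant NPC1 promoter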
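In 1536-well qHTS, Huh7 cells harboring an NPC1 promoter–luciferase construct received compound for 24 h; activation was quantified by luminescence following luciferase reagent addition.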
Rab9 prom act: Rab9 promoter activation; Potency, µM (top dose mostly 9.22 µM), inactives show at the top dose activation, negative = inhibition, usual class: activators; hit rate 2.8% among 320,000; Huh7 Rab9 promoter-luciferase reporter, luminescence, 24 h; further: % of control where 0% means no effect; nearly all actives have a fitted effect of over 60% in size
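Huh7 reporter line, Rab9 promoter upstream of luciferase. Compound exposure 24 h at 37 °C in reduced-serum medium with 10% FBS. Read-out: luminescence.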
MBNL1 CUG block: MBNL1-poly(CUG) RNA binding inhibition | Potency, µM (series often up to 57.5 µM), without a hit: top-dose activity change, negative = inhibition, actives largely listed as inhibitors | hit rate 0.036% among 280,000 | Q9NR56 | AID 2675 | TR-FRET MBNL1-His/biotin-(CUG)12 binding, 665/545 ratio; active means well fitted inhibition curve with a large enough effect in the signal ratio, with a control signal flat, not every such curve was filed as active; inconclusive means small, poorly fitted or top-dose-only effect, or effect the other way, or a change in a side signal; inactive means no such curve, though single readings can be large or run the other way; the % refers to the signal ratio; further: on the % scale 0 is the no-effect control and ±100 the full control effect
Target sequence (Q9NR56 whole entry, looked up): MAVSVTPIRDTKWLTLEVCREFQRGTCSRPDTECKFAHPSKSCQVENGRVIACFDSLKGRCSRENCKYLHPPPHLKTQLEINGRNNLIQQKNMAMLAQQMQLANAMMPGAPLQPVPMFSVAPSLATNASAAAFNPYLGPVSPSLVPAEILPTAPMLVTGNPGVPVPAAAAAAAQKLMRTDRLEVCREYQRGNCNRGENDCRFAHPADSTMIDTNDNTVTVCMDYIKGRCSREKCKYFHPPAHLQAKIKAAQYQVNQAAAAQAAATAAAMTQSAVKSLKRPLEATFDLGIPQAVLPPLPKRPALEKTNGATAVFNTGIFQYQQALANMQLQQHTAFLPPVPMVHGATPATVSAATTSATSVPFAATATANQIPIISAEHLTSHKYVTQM
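Ratiometric TR-FRET (665 over 545 nm, excitation 340 nm) tracks disruption of MBNL1-His/biotin-(CUG)12 complex after 60 min at room temperature, with compounds at 92 nM to 58 uM final.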
p53 reactivation: re-activators of mutant p53 | hit rate 0.063% among 320,000 | AID 504706 | Potency, µM (titrated, usually from 92.2 µM), without a hit: at the top dose activity change, positive = activation, most hits filed as activators | H1299 p53-A138V BP100-luciferase reporter, luminescence, 24 h; further: % of control where 0% means no effect; nearly all actives have a fitted effect of over 45% in size
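H1299 (p53-null), stable ts p53-A138V + BP100-Luc; 1000 cells/well, Opti-MEM/10% FBS; cpd 4 pt, 1:5; 24 h, 37 deg C, 5% CO2; detection reagent 10 min RT; luminescence.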
uPA generation: blocks generation of uPA at the cell surface. cell surface uPA generation assay, qHTS. Potency, µM (highest dose often 38.3 µM), inactives show at the top dose activity change, negative = inhibition, actives largely listed as inhibitors. hit rate 0.31% among 330,000. AID 540303; active means well fitted inhibition curve with a large enough effect; inconclusive means small, poorly fitted or top-dose-only effect; inactive means no such curve, though single readings can be large or run the other way; tested in mouse RAW 264.7 cells; further: on the % scale 0 is the no-effect control and ±100 the full control effect; nearly all actives have a fitted effect of over 55% in size
Gal4-VP16 FLuc: Gal4-VP16 reporter inhibition counter-screen | Drosophila S2 Gal4-VP16 UAS-luciferase, luminescence, 20 h | Potency, µM (top dose mostly 53.6 µM), for the others: top-dose activity, negative = inhibition, actives largely listed as inhibitors | hit rate 3.5% among 310,000 | AID 2546;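 further: Gal4-VP16 expression switched on by copper sulfate through the metallothionein promoter; on the % scale 0 is the no-effect control and ±100 the full control effect; nearly all actives have a fitted effect of over 50% in size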
BRCA1 expr up: BRCA1 expression activation; MCF7-BRCA1-FFLuc reporter, luminescence, 48 h; response scale: scaled: vehicle 0%, 10 µM genistein 100%; Potency, µM (top dose mostly 46.1 µM), without a hit: at the top dose activation, hits mostly activators; hit rate 1.1% among 380,000; AID 624202; further: nearly all actives have a fitted effect of over 80% in size; some results filed as inactive show a strong effect at the top dose
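Using MCF7 cells harboring a BRCA1 firefly luciferase reporter, plated 2 h before compound pinning, the screen measured luminescence after 48 h incubation. Responses were normalized to DMSO and 10 microM genistein, then fitted for concentration-effect.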
ELG1 genotoxic: induces genotoxicity in HEK293T cells with luciferase-tagged ELG1. HEK293T ELG1-luciferase reporter, luminescence, 16 h. Potency, µM (titrated, usually from 46 µM), inactives show at the top dose activity change, positive = activation, actives largely listed as activators. hit rate 1.3% among 330,000. AID 504466; further: % of control where 0% means no effect; nearly all actives have a fitted effect of over 60% in size
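DMSO vehicle served as control against compound-treated ELG1-luciferase HEK293T cells; exposure lasted 16 hr at 37 °C and 5% CO2, followed by ONE-Glo luminescence detection after 30 min.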
RORgamma inh: ROR gamma (mouse) transcription inhibition | hit rate 5.4% among 310,000 | Drosophila S2 Gal4-RORgamma UAS-luciferase reporter, 20 h | P51450 | Potency, µM (titrated, usually from 53.6 µM), for inactives: at the top dose activity change, negative = inhibition, most hits filed as inhibitors; further: on the % scale 0 is the no-effect control and ±100 the full control effect; nearly all actives have a fitted effect of over 60% in size
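Stable Schneider cell line, Gal4 DNA-binding domain fused to ROR gamma, UAS-luciferase. Cmpd 1 hr RT → CuSO4 700 uM final → 20 hr RT → luciferase reagent 10 min → luminescence.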
* = called active by the depositor; [ ] = another dose, or the depositor's remark. Unless noted, the call rests on the fitted dose curve; in most records, active means well fitted curve in the direction sought with a large enough effect; inconclusive means small, poorly fitted or top-dose-only effect, or another doubt; inactive means no such curve, though single readings can be large; an effect the other way counts as inactive or inconclusive. Potency means the concentration at half of the fitted maximal effect.

Results for CCC(=O)Nc1cccc(-c2csc(-c3ccccc3)n2)c1 ?
FLuc modulator: 15µM*; NPC1 prom act: 20%; Rab9 prom act: 22%; MBNL1 CUG block: inconclusive; p53 reactivation: 4%; uPA generation: 7%; Gal4-VP16 FLuc: -7%; BRCA1 expr up: -30%; ELG1 genotoxic: 8%; RORgamma inh: 29%

How did COc1cccc(OC)c1C(=O)NCCOc1cc(C)cc(C)c1 do in these assays?
FLuc modulator: 0%; NPC1 prom act: -7%; Rab9 prom act: 14%; MBNL1 CUG block: 6%; p53 reactivation: -3%; uPA generation: 2%; Gal4-VP16 FLuc: -1%; BRCA1 expr up: -4%; ELG1 genotoxic: -1%; RORgamma inh: 25%

What do the screens show for `Clc1ccc2ncc(-c3nnnn3-c3ccccc3)c(-c3ccccc3)c2c1`?
FLuc modulator: 0%; NPC1 prom act: 1%; Rab9 prom act: -12%; MBNL1 CUG block: -2%; p53 reactivation: -3%; uPA generation: -6%; Gal4-VP16 FLuc: -10%; BRCA1 expr up: -85%; ELG1 genotoxic: -18%; RORgamma inh: 38%

What do the screens show for `CN1CCC(=O)N([C@H](CN=[N+]=[N-])Cc2ccccc2)CC1`?
FLuc modulator: 4%; NPC1 prom act: -5%; Rab9 prom act: -3%; MBNL1 CUG block: 1%; p53 reactivation: 7%; uPA generation: 1%; Gal4-VP16 FLuc: -17%; BRCA1 expr up: 0%; ELG1 genotoxic: -1%; RORgamma inh: -15%

How did CCN1C(=O)[C@H]2[C@H]3CN=C(SCC(=O)c4ccccc4)N3[C@@](C)(C(=O)OC)[C@H]2C1=O do in these assays?
p53 reactivation: 23%; uPA generation: -14%; BRCA1 expr up: 27%; ELG1 genotoxic: 0%

Results for COc1cccc(C(=O)NC(=S)N2CCN(c3ccc(C(F)(F)F)cc3[N+](=O)[O-])CC2)c1 ?
FLuc modulator: 2%; NPC1 prom act: -4%; Rab9 prom act: -5%; p53 reactivation: -8%; uPA generation: 3%; Gal4-VP16 FLuc: 0.63µM*; BRCA1 expr up: -19%; ELG1 genotoxic: -8%; RORgamma inh: 0.56µM*

How did COC(=O)CCC(=O)Nc1c(C)n(C)n(-c2ccccc2)c1=O do in these assays?
FLuc modulator: 1%; NPC1 prom act: -7%; Rab9 prom act: -1%; MBNL1 CUG block: -6%; p53 reactivation: 16%; uPA generation: 4%; Gal4-VP16 FLuc: 4%; BRCA1 expr up: -2%; ELG1 genotoxic: -1%; RORgamma inh: 19%

Results for CC(NC(=O)CCCc1nnc2n(C)c(=O)c3sccc3n12)c1ccccc1 (stereo unspecified) ?
FLuc modulator: 1%; NPC1 prom act: -3%; Rab9 prom act: -3%; MBNL1 CUG block: -12%; p53 reactivation: -2%; uPA generation: -5%; Gal4-VP16 FLuc: -9%; BRCA1 expr up: 5%; ELG1 genotoxic: -5%; RORgamma inh: 10%

What do the screens show for `N#Cc1cnc(NN)nc1`?
FLuc modulator: -2%; NPC1 prom act: 7%; Rab9 prom act: -1%; MBNL1 CUG block: -1%; p53 reactivation: 5%; uPA generation: 0%; Gal4-VP16 FLuc: 11%; BRCA1 expr up: -4%; ELG1 genotoxic: 1%; RORgamma inh: -25%

What do the screens show for `CCN(CC)CCCNC(=O)c1ccc(OCC(=O)Nc2ccccc2C(F)(F)F)c(OC)c1`?
FLuc modulator: -1%; NPC1 prom act: -5%; Rab9 prom act: 2%; MBNL1 CUG block: -14%; p53 reactivation: 1%; uPA generation: -9%; Gal4-VP16 FLuc: 10%; BRCA1 expr up: -21%; ELG1 genotoxic: -2%; RORgamma inh: 5%

How did CCNc1nc(Cl)nc(N(NC(C)=O)C(C)C)n1 do in these assays?
FLuc modulator: 4%; NPC1 prom act: 1%; Rab9 prom act: 1%; MBNL1 CUG block: 1%; p53 reactivation: -1%; uPA generation: 2%; Gal4-VP16 FLuc: -5%; BRCA1 expr up: -5%; ELG1 genotoxic: -2%; RORgamma inh: -25%

Results for O=C(COc1ccccc1Cl)NCCCNC(=O)c1ccncc1 ?
FLuc modulator: -1%; NPC1 prom act: -1%; Rab9 prom act: -4%; MBNL1 CUG block: -2%; p53 reactivation: 9%; uPA generation: 2%; Gal4-VP16 FLuc: 5%; BRCA1 expr up: -20%; ELG1 genotoxic: -2%; RORgamma inh: 2%

How did CC(=O)c1cccc(N/C=C\C(=O)c2ccc(C)cc2)c1 do in these assays?
FLuc modulator: 0.3µM*; NPC1 prom act: 0.79µM*; Rab9 prom act: 0.79µM*; MBNL1 CUG block: inconclusive; p53 reactivation: 35µM*; uPA generation: -8%; Gal4-VP16 FLuc: 8.9µM*; BRCA1 expr up: inconclusive; ELG1 genotoxic: 2.6µM*; RORgamma inh: 2.2µM*

What do the screens show for `COc1ccc(C(=O)N[C@H](C(=O)Nc2nc3ccccc3[nH]2)C(C)C)cc1`?
FLuc modulator: 6.7µM*; NPC1 prom act: 15%; Rab9 prom act: -5%; MBNL1 CUG block: 0%; p53 reactivation: inconclusive; uPA generation: -5%; Gal4-VP16 FLuc: -17%; BRCA1 expr up: -39%; ELG1 genotoxic: 12µM*; RORgamma inh: -33%

What do the screens show for `O=[N+]([O-])c1cccc(C(=Nc2cccc(Cl)c2)NO)c1`?
FLuc modulator: -3%; NPC1 prom act: 9%; Rab9 prom act: -4%; MBNL1 CUG block: 26%; p53 reactivation: -2%; Gal4-VP16 FLuc: -2%[0.365 µM]; BRCA1 expr up: -52%; ELG1 genotoxic: 6%; RORgamma inh: 15%

Three structures from above, sorted by molecular weight, largest number first:
Results for COc1cccc(C(=O)NC(=S)N2CCN(c3ccc(C(F)(F)F)cc3[N+](=O)[O-])CC2)c1 ?
FLuc modulator: 2%; NPC1 prom act: -4%; Rab9 prom act: -5%; p53 reactivation: -8%; uPA generation: 3%; Gal4-VP16 FLuc: 0.63µM*; BRCA1 expr up: -19%; ELG1 genotoxic: -8%; RORgamma inh: 0.56µM*

How did COC(=O)CCC(=O)Nc1c(C)n(C)n(-c2ccccc2)c1=O do in these assays?
FLuc modulator: 1%; NPC1 prom act: -7%; Rab9 prom act: -1%; MBNL1 CUG block: -6%; p53 reactivation: 16%; uPA generation: 4%; Gal4-VP16 FLuc: 4%; BRCA1 expr up: -2%; ELG1 genotoxic: -1%; RORgamma inh: 19%

What do the screens show for `CN1CCC(=O)N([C@H](CN=[N+]=[N-])Cc2ccccc2)CC1`?
FLuc modulator: 4%; NPC1 prom act: -5%; Rab9 prom act: -3%; MBNL1 CUG block: 1%; p53 reactivation: 7%; uPA generation: 1%; Gal4-VP16 FLuc: -17%; BRCA1 expr up: 0%; ELG1 genotoxic: -1%; RORgamma inh: -15%

(cont.)
What do the screens show for `O=C(O)/C=C/c1cnc2ccccc2n1`?
FLuc modulator: 4%; NPC1 prom act: 1%; Rab9 prom act: -4%; MBNL1 CUG block: inconclusive; p53 reactivation: 1%; uPA generation: -1%; Gal4-VP16 FLuc: -2%; BRCA1 expr up: 2%; ELG1 genotoxic: 1%; RORgamma inh: -4%

What do the screens show for `CCOC(=O)C1(Cc2ccccc2C(F)(F)F)CCN(C2CCC2)CC1`?
FLuc modulator: -1%; NPC1 prom act: 0%; Rab9 prom act: -9%; MBNL1 CUG block: 7%; p53 reactivation: -2%; uPA generation: 5%; Gal4-VP16 FLuc: 2%; BRCA1 expr up: -4%; ELG1 genotoxic: -6%; RORgamma inh: -15%

Results for CCOc1ccccc1-n1cnc(C#N)c1N ?
FLuc modulator: 1%; NPC1 prom act: -1%; Rab9 prom act: -5%; MBNL1 CUG block: -1%; p53 reactivation: 9%; uPA generation: 4%; Gal4-VP16 FLuc: -2%; BRCA1 expr up: -7%; ELG1 genotoxic: 2%; RORgamma inh: 12%

Results for CC(=O)Nc1ccc(NC(=O)C(=O)c2cn(CC(=O)N3CCCCC3)c3ccccc23)cc1 ?
FLuc modulator: 7%; NPC1 prom act: -3%; Rab9 prom act: -4%; MBNL1 CUG block: inconclusive; p53 reactivation: -3%; uPA generation: 2%; Gal4-VP16 FLuc: -7%; BRCA1 expr up: -6%; ELG1 genotoxic: 2%; RORgamma inh: 3%

How did COc1cc(C(C[N+](=O)[O-])c2c(C)[nH]c3ccccc23)cc(OC)c1OC (stereo unspecified) do in these assays?
FLuc modulator: 15%; NPC1 prom act: 2%; Rab9 prom act: -3%; MBNL1 CUG block: -1%; p53 reactivation: -8%; uPA generation: 3%; Gal4-VP16 FLuc: 11%; BRCA1 expr up: -31%; ELG1 genotoxic: -3%; RORgamma inh: -32%

How did CC(CCC(=O)O)C1CC[C@H]2C3CCC4CC(=O)CCC4(C)[C@H]3CC(=O)C12C (stereo partly specified) do in these assays?
FLuc modulator: 1%; NPC1 prom act: -1%; Rab9 prom act: -1%; MBNL1 CUG block: -8%; p53 reactivation: -4%; uPA generation: -24%; Gal4-VP16 FLuc: -21%; BRCA1 expr up: -6%; ELG1 genotoxic: 0%; RORgamma inh: 0%

How did COc1ccc([C@]23Cc4cc(OC)c(OC)cc4C(O2)c2c(c4ccccc4oc2=O)O3)cc1 do in these assays?
FLuc modulator: -17%[11.5 µM]; NPC1 prom act: -1%[1.84 µM]; Rab9 prom act: 8%[1.84 µM]; MBNL1 CUG block: 12%[11.5 µM]; Gal4-VP16 FLuc: 8%[10 µM]; RORgamma inh: 3%[10 µM]

High-throughput results as filed in PubChem BioAssay.
